Bioassay records: PubChem, several laboratories
AID2073: disruptors of CaV2.2 binding to Mint1 – biochemical, HTRF (AID 2073). HTRF protein-protein interaction, Mint1-CaV2.2; higher % means a stronger effect. inhibition, % at 20 µM, or IC50 in µM where a hit was titrated. 0.19% of 290,000 active; in the data active = inhibition mostly above about 51%, no sharp cut-off; inconclusive = no clear call, values can overlap the other calls; inactive = mostly below about 53%; note: some results filed as inactive read as strong as hits
XIAP antagonists: small molecules displacing peptide from XIAP – biochemical, IAP family, fluorescence polarization (AID 1018); XIAP BIR domain, fluorescence polarization peptide displacement; higher % means a stronger effect; displacement, % at 20 µM; hits with a dose series show IC50 in µM; 0.007% of 200,000 active; in the data active = displacement above about 50%; note: a part of the inactive calls stands beside numbers as strong as those of hits
SV40 large T antigen: TAg ATPase/helicase activity blockers – biochemical (AID 1903) | inhibition, % at 20 µM; hits with a dose series show IC50 in µM | 0.39% of 310,000 active | SV40 large T antigen ATPase/helicase inhibition assay; higher % means a stronger effect; in the data active = a potency from the dose series; inconclusive = inhibition mostly from about 32% at the one dose, without a potency; inactive = the rest, 99 in 100 with inhibition below about 32%; note: strong numbers were not always called active
Siah-1 displacement: Siah-1 peptide-binding antagonists, primary screen, biochemical, fluorescence polarization, rhodamine-plectin, uHTS (AID 1817) | Siah-1 / rhodamine-plectin peptide fluorescence polarization; higher % means a stronger effect | 0.02% of 290,000 active | displacement, % at 20 µM, or IC50 in µM where a hit was titrated;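 active = displacement of at least 50% at 20 µM, with a fluorescence ratio check between 0.3 and a set limit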;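 note: plate controls were Siah plus tracer with DMSO for no effect and tracer alone without Siah for full effect; strong numbers were not always called active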
Rac1 GTP hydrolysis: MgcRacGAP GTPase-activating activity inhibitors, confirmation, biochemical, ADP Hunter fluorescence. MgcRacGAP-stimulated Rac1 GTP hydrolysis, ADP Hunter fluorescence; higher % means a stronger effect; GST-tagged Rac1 F28L mutant substrate. inhibition, % at 30 µM; hits with a dose series show IC50 in µM. 0.6% of 340,000 active;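 active = first-screen hits whose inhibition reached a set limit at any dose in the follow-up dose series; inconclusive = inhibition above the set first-screen limit but never retested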;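 note: fluorescence reports GDP produced by GAP-driven GTP hydrolysis; strong numbers were not always called active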
LYP phosphatase: inhibitors of LYP phosphatase, biochemical, fluorescence intensity, uHTS (AID 1779) | 0.054% of 290,000 active | one-dose inhibition, % at 11.5 µM; IC50 in µM for titrated hits | recombinant LYP phosphatase, fluorescence intensity; higher % means a stronger effect; in the data active = inhibition above about 50%;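 note: plate controls were vehicle with enzyme for no effect and no enzyme for full effect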
RSV CPE inhibition: inhibition of RSV-induced cytopathic effect – HEp-2 cells, primary 10 µM value included (AID 2391) | one-dose CPE inhibition, % at 10 µM; IC50 in µM for titrated hits | 0.13% of 310,000 active | HEp-2 cells, RSV-induced CPE inhibition; higher % means a stronger effect; in the data active = a potency from the dose series; inconclusive = CPE inhibition mostly from about 23% at the one dose, without a potency; inactive = the rest, 99 in 100 with CPE inhibition below about 21%; note: strong numbers were not always called active
NS5 inhibitors: Dengue-2 NS5 methyltransferase inhibitors, primary screen, biochemical, confirmation dose response (AID 588689); Dengue-2 NS5 methyltransferase capping enzyme assay, biochemical; higher % means a stronger effect; inhibition, % at 25 µM, or IC50 in µM where a hit was titrated; 0.3% of 340,000 active; in the data active = a potency from the dose series; inconclusive = inhibition above about 29% without an active follow-up result
HIV peptide binding: cell-free HIV fusion peptide-binding blockers – biochemical, uHTS, fluorescence dequenching, primary screen (AID 1986); cell-free peptide binding, fluorescence dequenching, 30 min; higher % means a stronger effect; inhibition, % at 20 µM; hits with a dose series show IC50 in µM; 0.3% of 290,000 active; in the data active = inhibition mostly above about 52%, no sharp cut-off; inactive = mostly below about 76%; note: some results filed as inactive read as strong as hits
NS5 inhibitors pilot replicate: also measured in NS5 inhibitors; calls as there; inhibition, %; measured here: pilot screen replicate inhibition
An asterisk follows results filed as active; ? = inconclusive; nt = no result given.

The first three entries (preview)
SMILES | AID2073 | XIAP antagonists | SV40 large T antigen | Siah-1 displacement | Rac1 GTP hydrolysis | LYP phosphatase | RSV CPE inhibition | NS5 inhibitors | HIV peptide binding | others
Cc1cc(Cl)ccc1OCC(=O)NCCOc1nc(N2CCOCC2)nc(N2CCOCC2)n1 | 7% | -1.1% | 9% | 3% | -3% | -1% | 1.1% | 4% | 1.0%
Cc1cccn2c(=O)c3cc(C(=O)NCCN4CCOCC4)c(=N)n(CCN4CCOCC4)c3nc12 | 26% | nt | -2% | -3% | 14% | -32% | -0.8% | -4% | 0.4%
Cc1ccccc1CSc1nnc([C@@H]2CCCN2)o1 | -6% | nt | 17% | 15% | -10% | -8% | nt | -1% | -1.0%

Main list, repeating the preview:
SMILES | AID2073 | XIAP antagonists | SV40 large T antigen | Siah-1 displacement | Rac1 GTP hydrolysis | LYP phosphatase | RSV CPE inhibition | NS5 inhibitors | HIV peptide binding | others
Cc1cc(Cl)ccc1OCC(=O)NCCOc1nc(N2CCOCC2)nc(N2CCOCC2)n1 | 7% | -1.1% | 9% | 3% | -3% | -1% | 1.1% | 4% | 1.0%
Cc1cccn2c(=O)c3cc(C(=O)NCCN4CCOCC4)c(=N)n(CCN4CCOCC4)c3nc12 | 26% | nt | -2% | -3% | 14% | -32% | -0.8% | -4% | 0.4%
Cc1ccccc1CSc1nnc([C@@H]2CCCN2)o1 | -6% | nt | 17% | 15% | -10% | -8% | nt | -1% | -1.0%
O=C(NC(Cc1ccccc1)C(=O)O)/C(=C\c1ccc(F)cc1)NC(=O)c1ccccc1 (stereo not drawn) | 3% | -5.1% | 0% | 1% | 15% | -6% | 1.5% | -3% | 13%
Oc1c(Cl)cc(Cl)cc1C=Nc1ccc(N2CCOCC2)cc1 | -13% | nt | 16% | -10% | nt | -3% | 6.0% | 9% | 1.6%
O=C(CCN1C(=O)/C(=C/c2cccc(Br)c2)SC1=S)NNC(=O)c1cccnc1 | 5% | -2.4% | 24% | -1% | 1% | -6% | nt | -1% | 0.0%
O=C(NCC1CCCO1)C1CCCN1C(=O)Nc1ccc(Cl)cc1 (stereo not drawn) | -9% | -9.7% | nt | -5% | 6% | -9% | 4.5% | -3% | -0.4%
COCC(=O)NNC(=O)c1ccc(OC)cc1 | 6% | -3.4% | 5% | -1% | 3% | 0% | -1.1% | 0% | -1.3%
CSc1nc(N)nc(SCC(=O)c2ccccc2)c1C#N | 27% | -4.0% | -2% | 7% | 2% | -2% | -0.7% | -11% | 0.5%
COc1ccc(C2c3c(ncn(Cc4ccco4)c3=N)Oc3ccc4ccccc4c32)cc1 (stereo not drawn) | 15% | -3.3% | 12% | -9% | 10% | 4% | ? | -2% | 14%
Cc1cccc(C(=O)N[C@H](C(=O)OCC(=O)NC2CCS(=O)(=O)C2)C(C)C)c1 (stereo partly drawn) | 12% | -10% | 11% | -6% | 2% | -4% | 1.9% | -4% | -0.5%
Cc1ccc(S(=O)(=O)NCCSc2ncccn2)cc1 | 6% | -0.1% | 6% | -2% | 9% | -5% | 1.8% | -2% | -0.3%
COc1ccc(OC)c(NC(=O)CCN2C(=O)c3ccccc3C2=O)c1 | 0% | nt | 15% | 6% | 9% | -1% | 0.1% | -10% | -1.2%
COc1ccc(C2Nc3ccccc3C(=O)N2c2ccc(C)cc2)cc1Cn1nc(C)c([N+](=O)[O-])c1C (stereo not drawn) | 13% | -5.6% | 2% | 9% | 6% | -1% | 1.4% | -4% | 0.0%
Cc1ccc(N2CC(C(=O)NCc3nnnn3-c3ccc(C)c(C)c3)CC2=O)cc1 (stereo not drawn) | -4% | nt | 5% | -1% | 7% | 3% | 3.9% | 2% | -1.0%
Oc1ccc(-c2nc3ccccc3s2)c(O)c1 | 42% | nt | 21% | -4% | 17% | 0% | 2.7% | 2% | -1.1%
O=C(C1CCC(CNS(=O)(=O)c2cccs2)CC1)N1CCCCC1 (stereo not drawn) | 23% | -2.4% | -1% | 0% | 13% | -6% | 0.3% | -10% | -0.7%
CSc1nc(-c2ccc(F)cc2)cc(=O)[nH]1 | 4% | -2.2% | 7% | 13% | 3% | -6% | 0.5% | -2% | 3.1%
CCOC(=O)N1CCN(CC(O)COc2ccccc2C(C)C)CC1 (stereo not drawn) | -3% | -2.3% | 3% | 1% | 7% | -8% | 1.8% | -6% | -1.4%
COc1ccc(N2CCN(C(=O)/C(C#N)=C/c3ccccc3)CC2)cc1 | 3% | -4.4% | 20% | 2% | 13% | -4% | -1.9% | -15% | 2.3%
C=CCNc1nnc(SCC(=O)Nc2ccccc2OC)c2ccccc12 | -5% | nt | 1% | 14% | 7% | -7% | 2.5% | 5% | 1.8%
COc1ccc(S(=O)(=O)N2CCOCC2)cc1NC(=O)CSc1n[nH]c(=O)n1C1CC1 | 1% | -8.0% | 13% | -8% | -2% | -2% | 0.8% | -3% | -1.8%
C/C(=N/NS(=O)(=O)c1ccccc1)c1ccc(Cl)cc1 | 0% | -4.2% | -9% | 6% | -6% | -1% | 0.5% | 4% | 1.8%
COc1ccc(NC(=O)CSc2nnc(NC(=O)c3ccco3)s2)cc1OC | 20% | nt | 14% | -2% | 5% | 5% | 2.2% | -6% | 1.2%
COc1ccccc1CCNCc1ccc(OC)c(OCc2ccccc2)c1 | -7% | -7.3% | 0% | 2% | 10% | 3% | -0.2% | 2% | -3.6%
SMILES | AID2073 | XIAP antagonists | SV40 large T antigen | Siah-1 displacement | Rac1 GTP hydrolysis | LYP phosphatase | RSV CPE inhibition | NS5 inhibitors | HIV peptide binding | others
O=c1cc(CN2CCOCC2)c2c(ccc3ccccc32)o1 | -6% | -2.3% | 18% | -1% | 3% | -5% | 0.7% | 1% | -2.7%
Cc1ccc(C(=O)Nc2ccncc2)o1 | 5% | -4.4% | 2% | 5% | 5% | -7% | -0.2% | -6% | -1.1%
O=C(COc1ccc2ccc(=O)oc2c1)N1CCN(c2ccccc2)CC1 | -8% | -5.2% | 13% | -5% | 3% | -1% | 5.4% | -6% | -2.4%
Fc1ccc(C2CC(c3ccco3)=NN2c2ccccc2)cc1 (stereo not drawn) | -5% | -8.0% | 1% | -2% | 9% | -8% | 1.2% | -11% | -1.8%
Cc1nc(C)c(C(=O)N2CCCC(C(=O)c3ccc(Cl)cc3C)C2)s1 (stereo not drawn) | -1% | nt | nt | 4% | -10% | -13% | 0.1% | -8% | 1.7%
COc1ccc(/C=C/C(=O)NC(=S)NNC(=O)c2cnccn2)cc1 | -33% | nt | 8% | -9% | 11% | -5% | 5.3% | -2% | -2.5%
CN(C)c1ccc(C2N3CC4(C)CN2CC(C)(C3)C4O)cc1 (stereo not drawn) | 5% | -3.7% | 8% | -2% | 3% | -4% | 1.3% | -3% | 1.9%
O=C(CSc1nnc(Cc2cc(=O)[nH]c(=O)[nH]2)n1-c1ccc(Cl)cc1)N1CCc2ccccc21 | -6% | -9.5% | 2% | 0% | nt | 6% | 2.5% | nt | -0.6%
CCOCc1nnc(NC(=O)CS(=O)(=O)c2ccc(C)cc2)s1 | 31% | nt | 6% | 6% | 6% | -13% | 2.4% | -2% | 0.9%
Fc1cccc(/C=C2\CCCC3=C2NC(=S)NC3c2cccc(F)c2)c1 (stereo not drawn) | -50% | nt | 20% | -8% | 29% | 3% | nt | 4% | 1.1%
COc1cc(C(=O)OCC(=O)N2CC(C)OC(C)C2)cc(OC)c1OC (stereo not drawn) | 9% | nt | 4% | -2% | 8% | -11% | 1.1% | -1% | 0.4%
CCCN(/C=N/c1sc2c(c1C#N)CCCCC2)CCC | -18% | -0.1% | 7% | 0% | 3% | 10% | 9.7% | 1% | 0.9%
c1ccc(N2CCN(c3nc(-c4cccs4)nc4ccccc34)CC2)cc1 | 26% | -3.7% | 18% | 2% | 5% | 5% | 15% | -7% | -1.2%
Cc1cc(=O)[nH]c(N/N=C/c2c(C)nn(-c3ccccc3)c2Cl)n1 | -6% | nt | 15% | 7% | 1% | -2% | 2.4% | 1% | 0.1%
COC(C[C@H]1O[C@H]1[C@@H](O)[C@H](C)OCc1ccccc1)OC | 18% | nt | nt | 7% | -1% | -10% | nt | 6% | 2.8%
O=C(OCc1nnc(-c2ccc(Br)cc2)o1)c1ccco1 | 5% | nt | 9% | -3% | 8% | -7% | 1.5% | -6% | 1.2%
CN(CC(=O)Nc1ccc2c(c1)OCO2)S(=O)(=O)c1ccc(F)cc1 | 27% | nt | 7% | -2% | 4% | -4% | 0.5% | 2% | -1.2%
C=CCN(CC(=O)NCc1ccc(F)cc1)C(=O)c1csnn1 | -7% | -7.4% | 2% | -2% | 9% | -5% | 0.8% | -5% | 3.0%
c1ccc2sc(NC3=NCN(CCN4CCOCC4)CN3)nc2c1 | 6% | 10% | 23% | 3% | 6% | -2% | 2.6% | -2% | 0.1%
O=C(c1ccco1)N1N=C(c2ccncc2)CC1(O)C(F)(F)F (stereo not drawn) | ? | -0.5% | 9% | 2% | -2% | 6% | -1.7% | -3% | -1.1%
Oc1ccc(-c2csc(-c3c[nH]c4ccccc34)n2)c(O)c1 | 25% | -10% | 6% | -2% | 20% | 2% | 20% | 1% | -0.9%
Cc1ccc(-n2ncc3c2CC(C)(C)CC3NC(=O)CCN2CCCCC2=O)cc1 (stereo not drawn) | 16% | nt | 8% | -1% | 10% | -7% | -0.6% | 1% | -0.5%
COc1ccccc1N1CCN(c2nc(C)nc3c2oc2ccccc23)CC1 | 16% | -8.1% | 2% | 0% | 14% | 6% | 0.4% | -5% | 2.8%
CCN(CC)c1ccc2cc(C(=O)NCc3ccc(F)cc3)c(=N)oc2c1 | 18% | nt | 19% | -5% | 13% | 2% | 6.8% | -31% | 193%
COC(=O)CCc1sc(Nc2ccc(Br)cc2)nc1-c1ccc(OC)cc1 | -8% | -0.9% | 7% | -1% | 21% | -5% | 21% | -4% | 2.1%
SMILES | AID2073 | XIAP antagonists | SV40 large T antigen | Siah-1 displacement | Rac1 GTP hydrolysis | LYP phosphatase | RSV CPE inhibition | NS5 inhibitors | HIV peptide binding | others
COc1ccccc1N(CC(=O)NCc1ccccn1)S(C)(=O)=O | -1% | -5.7% | 4% | 7% | 1% | -2% | 0.8% | -2% | -0.3%
O=C(Cc1ccccc1)N1CCCC1c1ccccc1 (stereo not drawn) | -1% | -2.1% | 5% | -1% | 6% | -4% | 1.4% | -1% | -1.7% | NS5 inhibitors pilot replicate=-5.8
C=CCn1c(SC(C)C(N)=O)nc2sc(CC)cc2c1=O (stereo not drawn) | -6% | -0.9% | -6% | 6% | nt | -4% | 1.9% | nt | -1.6%
CC1(C)CC(=O)C=C(NCCc2ccc(S(N)(=O)=O)cc2)C1 | 2% | -3.6% | 13% | 2% | 1% | 6% | 0.7% | nt | 0.4%
Cc1ccc(S(=O)(=O)/C=C2\NC(=O)CS2)cc1 | -13% | 3.5% | 5% | 1% | 14% | 2% | 0.1% | -2% | -1.8%
S=C(NCc1ccccc1)NCc1ccccc1Cl | -5% | nt | 14% | 0% | 1% | -3% | 0.6% | -10% | -0.3%
N#Cc1c(C(F)(F)F)cc(-c2ccco2)nc1SCc1ccncc1 | -3% | -7.8% | 5% | 2% | 13% | -6% | 18% | -2% | -3.3%
O=C(Cc1ccccc1F)Nc1ccc2c(c1)CCC2 | 7% | nt | 8% | 3% | 5% | -5% | 4.3% | -4% | -0.6%

Rows were taken by chance. Share with any hit: about 1.7%.
